# From PubChem BioAssay
# GCN5L2 inh – GCN5L2 (KAT2A) acetyltransferase inhibition. AID 504327. Potency, µM (top dose mostly 58.9 µM), without a hit: top-dose activity change, negative = inhibition, usual class: inhibitors. GCN5L2 HAT assay, ThioGlo1 CoA-SH fluorescence. Q92830. 0.21% of 390,000 active
#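 Preincubate 20nM GCN5L2 with compound 15 min, RT → add 50uM ThioGlo1 + 75uM H3(1-25) + 70uM acetyl-CoA → read fluorescence 0 and 20 min. Primary qHTS; fluorescent artifacts likely.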
# FEN1 inh – human FEN1 inhibition; Recombinant FEN1 flap cleavage, fluorescence, 15 min; Potency, µM (top dose mostly 114 µM), without a hit: at the top dose activity change, negative = inhibition, most hits filed as inhibitors; 0.35% of 390,000 active; AID 588795; further: nearly all actives have a fitted effect of over 65% in size
# Target sequence (P39748 whole entry, looked up): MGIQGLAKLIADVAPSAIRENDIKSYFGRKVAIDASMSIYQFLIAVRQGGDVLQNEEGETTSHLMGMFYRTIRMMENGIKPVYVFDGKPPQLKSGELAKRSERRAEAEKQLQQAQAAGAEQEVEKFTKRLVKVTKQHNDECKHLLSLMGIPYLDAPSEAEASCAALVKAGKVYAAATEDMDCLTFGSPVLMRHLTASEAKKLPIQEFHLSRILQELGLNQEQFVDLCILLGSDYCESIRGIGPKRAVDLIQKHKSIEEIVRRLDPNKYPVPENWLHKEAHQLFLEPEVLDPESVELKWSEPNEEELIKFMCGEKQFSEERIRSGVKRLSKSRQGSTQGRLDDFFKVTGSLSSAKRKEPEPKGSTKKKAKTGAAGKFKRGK
#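 FEN1 at 10 nM preincubated with compounds 15 min at room temperature, then flap DNA substrate added at 50 nM final. Signal read at 0 and 15 min; concentration-response fitted with four-parameter Hill equation.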
# TDP1 cell CPT – growth inhibition of DT40 Tdp1-/-;hTDP1 cells with camptothecin (screen for TDP1 inhibitors); 12% of 420,000 active; chicken DT40 Tdp1-/-;hTDP1 cells + 20 nM CPT, ATP luminescence, 48 h; AID 686979; Potency, µM (series often up to 46.2 µM), without a hit: at the highest dose activity change, negative = growth inhibition, actives largely listed as inhibitors; further: nearly all actives have a fitted effect of over 55% in size
#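 Chicken DT40 Tdp1-/- cells stably complemented with human TDP1 were seeded at 400 cells/well in medium containing 20 nM camptothecin, exposed to pin-transferred compounds, and grown at 37 °C for at least 48 hr. Viability was read as ATP luminescence.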
# Active calls of the source: *; ? = inconclusive; / = no result given; [ ] = dose if it differs, or a comment. The call rests on the fitted dose curve; in most records, active means well fitted curve in the direction sought with a large enough effect; inconclusive means small, poorly fitted or top-dose-only effect, or another doubt; inactive means no such curve, though single readings can be large; an effect the other way counts as inactive or inconclusive. On the % scale 0 is the no-effect control and ±100 the full control effect; potency means the concentration at half of the fitted maximal effect.
SMILES,GCN5L2 inh,FEN1 inh,TDP1 cell CPT
O=C(c1ccc2c(=O)n3c(nc2c1)CCCCC3)N1CCN(c2ccc(F)cc2)CC1,-11%,-6%,-22%
O=C(NN=C1C2CC3CC1CC(Cl)(C3)C2)c1cccs1,-3%,4%,0%
O=C(NNC(=O)c1ccc2ccccc2c1)Nc1ccc(F)cc1,-2%,-5%,7%
CC[C@]12c3[nH]c4cc(-c5ccco5)ccc4c3CCN1C(=O)[C@@H](CC(=O)NCCCn1ccnc1)C[C@@H]2C(=O)N1CCN(C(=O)c2ccco2)CC1,-2%,-18%,1%
CN(CC(=O)O)S(=O)(=O)c1ccc2c(c1)NC(=O)CC(=O)N2,-11%,3%,9%
Cc1nn(-c2ccccc2)c(C)c1/C=N/n1cnnc1,-3%,5%,21%
COC(=O)c1cc2sc(Cl)cc2n1Cc1nc(-c2ccc(OC)cc2)oc1C,-5%,-4%,1%
Cc1ccc(Nc2nnc(SCC(=O)c3ccc(O)cc3O)s2)cc1,-11%,-1%,-29%
O=C(N=Nc1c(O)[nH]c2ccccc12)Nc1ccccc1,/,-3%,18µM*
C=CCn1c(CSCc2ccc(Cl)cc2Cl)nnc1SCC(=O)Nc1ccc(C(=O)O)cc1,-3%,-14%,-11%
Fc1ccc(-c2ccc(CNCCSc3nnnn3-c3ccccc3)o2)cc1,-11%,?,?
O=[N+]([O-])c1ccc(-c2nn(-c3ccccc3)cc2/C=N/n2c(-c3ccncc3)n[nH]c2=S)cc1,0%,-1%,?
Cc1ccc(CNC(=O)CSCc2cccc(F)c2)cc1,-12%,5%,?
COc1ccccc1N1CCN(CCCCNC(=O)c2ccc3ccccc3c2)CC1,?,14%,?
CCn1c(CNc2ccc(F)cc2)nnc1SCC#N,-5%,-4%,-1%
CCOc1ccc(S(=O)(=O)NNC(=S)Nc2ccc(Br)cc2)cc1,-1%,-12%,-20%
Cc1ccc(Cn2c(=O)oc3ccccc32)cc1,-4%,17%,-1%
Cc1ccccc1CS(=O)(=O)Cc1ccc(C(=O)NC2CCCC2)o1,-2%,-14%,-23%
CN1CCN(C2=Cc3ccccc3Sc3cc(F)ccc32)CC1,-5%,-4%,?
CCOC(=O)C1CCCN(C(=O)COc2ccccc2O)C1 (configuration not stated),-4%,3%,-1%
O=C(c1ccc2ccccc2c1)C1CCCN(C(=O)CCn2cnnn2)C1 (configuration not stated),-2%,-4%,2%
Nc1nc(Cl)cc(NCCc2ccc(O)cc2)n1,-1%,-6%,-20%
CCCS(=O)(=O)N1CCCC(C(=O)NCCc2ccccc2)C1 (configuration not stated),28%,-8%,33%[activator]
O=[N+]([O-])c1cc(C(F)(F)F)cc([N+](=O)[O-])c1NN=C1CCCCC1,0%,5%,?
CCOC(=O)c1c(C)sc2c1N(C(=O)CN(CC)CC)c1cc(Cl)ccc1S2,-1%,-21%,18µM*

# Overlap with the part before: 2 compounds, then new ones.
SMILES,GCN5L2 inh,FEN1 inh,TDP1 cell CPT
O=[N+]([O-])c1cc(C(F)(F)F)cc([N+](=O)[O-])c1NN=C1CCCCC1,0%,5%,?
CCOC(=O)c1c(C)sc2c1N(C(=O)CN(CC)CC)c1cc(Cl)ccc1S2,-1%,-21%,18µM*
CCC(C)NC(=O)c1c(-c2cc(Cl)c(OC)c(Cl)c2)noc1C (configuration not stated),-1%,-6%,-8%
Cn1c(=O)c(C#N)c(-c2ccc(F)cc2)c2cc(C(=O)c3cc(Cl)cc(Cl)c3O)cnc21,-11%,-8%,?
CCn1c(SC)nc2c(c1=O)SC(C)C2 (configuration not stated),-2%,19%,-4%
Cc1cccc(NC(=O)N(Cc2cc3cc(C)ccc3[nH]c2=O)CC2COCCO2)c1 (configuration not stated),0%,-7%,?
CCN(CC)S(=O)(=O)c1ccc(N2CCCC2)c(NC(=O)c2ccncc2)c1,0%,-3%,-2%
COc1cccc(OCC(=O)Nc2nnc3n2CCS3)c1,1%,-9%,-19%
Cc1cccc(NC(=O)C(Cc2ccccc2)N2Cc3ccccc3C2=O)c1C (configuration not stated),-8%,4%,?
CCOc1ccc(-c2ccc3nnc(SCC(=O)NCC4CCCO4)n3n2)cc1 (configuration not stated),0%,-8%,-11%
COc1cc(C=O)cc(Cl)c1OC(=O)N1CCOCC1,0%,3%,-2%
Cc1ccc(-c2nc(Nc3cccc(C)c3)sc2CC(=O)O)cc1,-18%,-7%,-18%
COc1ccc([N+](=O)[O-])c2c1CCN2C(=O)CC[C@H](N)C(=O)O,-9%,/,3%
CCOc1ccc(/C=N/n2c(C)nc3ccccc3c2=O)cc1,2%,-4%,-5%
COc1ccc(NC(=O)c2ccc3c(c2)S(=O)(=O)N=C2CCCCCN23)cc1S(N)(=O)=O,/,2%,-11%
O=C(c1cccc(S(=O)(=O)N2CCCCC2)c1)N1CCc2ccccc21,-1%,-6%,?
CCOc1ccc(N2CC(NC(=O)c3ccco3)CC2=O)cc1 (configuration not stated),1%,7%,3%
CC(C)OCCCNC(=O)C1CC(=O)N(CCc2ccc(F)cc2)C1 (configuration not stated),1%,3%,19%
O=C(CCCn1cnc([N+](=O)[O-])n1)Nc1cccc2ccccc12,-2%,-10%,-25%
CCOC(=O)c1c(NC(=O)/C=C/c2ccc(OC)cc2)sc2c1CCC(C)C2 (configuration not stated),-4%,-14%,1%
CCCn1c(=O)c2c(nc3n2CCN3c2ccc(C)cc2)n(C)c1=O,0%,3%,6%
CCOC(=O)c1ccc(NC(=O)Cn2nnc(-c3ccccc3F)n2)cc1,-1%,-13%,?
O=C(OCCC1Oc2cccnc2NC1=O)c1ccc(Cl)cc1 (configuration not stated),-3%,-8%,-7%
CCN(CC(=O)Nc1ccc2c(c1)OCO2)S(=O)(=O)c1ccccc1,-3%,7%,?
O=C(COC(=O)/C=C/c1cccs1)Nc1ccc(Cl)cc1F,-7%,-2%,-22%
CCC(=O)N1CCc2cc(CNS(=O)(=O)c3c(C)cc(C)cc3C)ccc21,-8%,11%,?
N/C(COc1ncn(-c2ccccc2)n1)=N\S(=O)(=O)c1ccc(Cl)cc1Cl,-14%,-4%,?

# The last 6 entries of the section above are carried over, then new ones follow:
SMILES,GCN5L2 inh,FEN1 inh,TDP1 cell CPT
CCOC(=O)c1ccc(NC(=O)Cn2nnc(-c3ccccc3F)n2)cc1,-1%,-13%,?
O=C(OCCC1Oc2cccnc2NC1=O)c1ccc(Cl)cc1 (configuration not stated),-3%,-8%,-7%
CCN(CC(=O)Nc1ccc2c(c1)OCO2)S(=O)(=O)c1ccccc1,-3%,7%,?
O=C(COC(=O)/C=C/c1cccs1)Nc1ccc(Cl)cc1F,-7%,-2%,-22%
CCC(=O)N1CCc2cc(CNS(=O)(=O)c3c(C)cc(C)cc3C)ccc21,-8%,11%,?
N/C(COc1ncn(-c2ccccc2)n1)=N\S(=O)(=O)c1ccc(Cl)cc1Cl,-14%,-4%,?
O=C(CCCN1C(=O)S/C(=C\C=C\c2ccccc2)C1=O)Nc1ccc(O)cc1,-3%,-17%,?
Cc1ccc(S(=O)(=O)N2CCC(C(=O)NNC(=O)c3ccccc3O)CC2)cc1,5%,6%,?
CCN(CC(=O)NCc1cccs1)C(=O)c1cccc(S(=O)(=O)N(C)C)c1,2%,8%,-7%
O=C(Nc1nnc(-c2ccc3c(c2)OCCO3)o1)c1ccc(Cc2ccccc2)cc1,-4%,1%,?
CCN=C(Nc1ccc(Cl)cc1)c1cccnc1,-4%,6%,-11%
Cc1c(-c2ccccc2)c(-c2ccc(OCCN(C)C)cc2)n2ccccc12,/,13%,?
CCN1CCN(c2ccc(S(=O)(=O)N3CCCCC3)cc2NC(=O)Cc2ccc(OC)cc2)CC1,0%,-1%,-30%
CC(C)CCNC(=O)c1ccc(NC(=O)C2=CSCCO2)cc1,-24%,-5%,-1%
CCN(CC)CCN(C)Cc1ccc(Br)cc1,4%,2%,-7%
O=C1CC(c2ccco2)Cc2nc(Nc3nc(-c4ccccc4)c4ccccc4n3)ncc21 (configuration not stated),-2%,-4%,?
C/C(=N\NC(=O)CCCC(=O)O)c1c(-c2ccccc2)c2cc(Cl)ccc2[nH]c1=O,-4%,-1%,-2%
O=C1C(=O)N(CCO)C(c2ccc(Br)cc2)/C1=C(\O)c1ccccc1 (configuration not stated),-9%,10%,-30%
CCOc1ccc(NC(=O)c2oc3ccccc3c2NC(=O)c2c(F)cccc2F)cc1,11%,3%,?
C(=NOCCc1ccccc1)c1ccccn1,/,0%,-10%
Cc1ccc(C2SCC(C(=O)O)N2C(=O)c2ccc(F)cc2)cc1 (configuration not stated),-4%,2%,0%
O=C(c1ccc(Br)cc1)N1CCCc2ccccc21,-10%,4%,-5%
COC(=O)c1ccc(CSc2nnc(NC(=O)C3CCCO3)s2)cc1 (configuration not stated),3%,-8%,1%
Cc1cccc(OCc2nnc(SCC(=O)Nc3cc(C)on3)n2C)c1,-6%,12%,4%
O=C(NCCn1cc(SCc2ccc(C(F)(F)F)cc2)c2ccccc21)c1ccccc1F,-14%,-32%,?
COc1ccc(CNC(=O)CN(C(=O)c2csnn2)c2cnc3ccccc3c2)cc1,-5%,-8%,-24%
COc1ccc(NC(=O)CCCCCN2C(=O)c3cccc([N+](=O)[O-])c3C2=O)c(OC)c1,-3%,-9%,-3%
CC(=O)Nc1ccc(Nc2ncnc3c2cnn3C)cc1,2%,11%,16µM*
CC(=O)N1c2ccccc2N(Cc2ccc(C)cc2C)C(=O)C1(C)C,-8%,5%,6.5µM*
CC1=NN(c2ccc(Cl)cc2)C(=O)C1C(c1cccc(O)c1)c1c(C)[nH]n(-c2ccc(Cl)cc2)c1=O (configuration not stated),-26%,-30%,?
COc1ccc(C(=O)Nc2cnccn2)cc1[N+](=O)[O-],-5%,-14%,-2%
# Other structures follow.
SMILES,GCN5L2 inh,FEN1 inh,TDP1 cell CPT
COc1ccc(CNC(=O)C2CC(C)=C(C)CC2C(=O)O)cc1OC (configuration not stated),-3%,18%,1.3µM*
CCN(CCC#N)c1ccc(/C=N/Nc2nc(C)cc(=O)[nH]2)c(C)c1,-22%,-21%,5%
CCOC(=O)c1c(C)c(C(=O)NC(C)COC)c(C)n1CC (configuration not stated),-2%,7%,-28%
CCC(Oc1ccccc1)C(=O)Nc1cc(C(F)(F)F)ccc1N1CCOCC1 (configuration not stated),-12%,-10%,-24%
CC(NC(=O)Cn1nc(-c2ccccc2)c2ccccc2c1=O)c1ccccc1 (configuration not stated),-6%,-1%,-22%
O=C1Nc2ccc(Cl)cc2C(=O)C1(F)c1ccccc1 (configuration not stated),-17%,-2%,?
COC(=O)c1ccc(NC(=O)CN2C(=O)c3cccc4cccc2c34)cc1,1%,-5%,-17%
COC(=O)C(Cc1c[nH]c2ccccc12)NC(=O)c1cccs1 (configuration not stated),2%,?,-11%
O=C(CNCCc1ccccc1)N1CCc2ccccc2C1,-6%,2%,-3%
Cc1ccc(C)c(N2CCN(CCCNC(=O)CCn3c(=O)c4cccn4c4cccnc43)CC2)c1,-4%,14%,?
Cc1cc(C)cc(NC(=O)CSc2nnc(Cn3c(=O)sc4ccccc43)n2C)c1,-2%,-15%,1%
CCN(CC)S(=O)(=O)c1ccc(C(=O)Nc2c3c(nn2C(C)(C)C)CS(=O)(=O)C3)cc1,-4%,-16%,-3%
O=C(NC1CCCc2ccccc21)c1cnn2c1NC(=C1CC1)C=C2C(F)F (configuration not stated),/,-5%,11µM*
Cc1cc(C(=O)COC(=O)c2cccs2)c(C)n1-c1c(C)n(C)n(-c2ccccc2)c1=O,-6%,9%,-8%
CS(=O)(=O)c1ccc(Cl)c(NC(=O)CCN2C(=O)C3CC=CCC3C2=O)c1 (configuration not stated),0%,14%,-2%
CNC(=S)N1N=C(c2ccc(C)cc2)CC1c1ccc(N(C)C)cc1 (configuration not stated),-5%,-5%,-23%
O=C(c1ccco1)N(CCO)Cc1cc2cc3c(cc2[nH]c1=O)OCO3,-1%,3%,10%
Cc1ccccc1S(=O)(=O)c1c(C)cc(C)n(C)c1=O,-16%,-3%,0%
COc1ccc(NC(=O)CSc2nnc(N)n2CC(=O)Nc2ccc(OC)cc2)cc1,-1%,4%,-6%
Cc1c(/C=C/C(=O)c2ccc(C(C)C)cc2)cnn1C,2%,4%,?

# An excerpt; the hit share may differ from the screen's.
